High-throughput results from PubChem.
FXIIa single = blocks human coagulation factor XIIa activity. P00748. purified human FXIIa, AMC substrate fluorescence, 2 h. inhibition, % at 10 µM. hit rate 0.2% among 33,000. AID 701; in the data active means inhibition above about 30%;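 further: 0% = enzyme with vehicle only and 100% = no enzyme blank; many of its hits are not listed in these tables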
Target sequence (P00748 20-372 limits assumed): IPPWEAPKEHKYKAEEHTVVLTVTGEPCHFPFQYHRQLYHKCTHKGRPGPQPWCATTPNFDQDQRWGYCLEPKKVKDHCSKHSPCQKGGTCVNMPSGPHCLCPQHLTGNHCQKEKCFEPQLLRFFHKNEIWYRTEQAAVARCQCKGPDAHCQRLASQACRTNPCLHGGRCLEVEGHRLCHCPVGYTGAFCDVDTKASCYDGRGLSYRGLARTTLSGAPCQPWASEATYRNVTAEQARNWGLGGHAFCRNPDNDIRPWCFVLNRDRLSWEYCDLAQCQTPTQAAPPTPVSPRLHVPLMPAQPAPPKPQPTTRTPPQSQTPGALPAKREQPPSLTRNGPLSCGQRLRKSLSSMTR
Target sequence (P00748 373-615 limits assumed): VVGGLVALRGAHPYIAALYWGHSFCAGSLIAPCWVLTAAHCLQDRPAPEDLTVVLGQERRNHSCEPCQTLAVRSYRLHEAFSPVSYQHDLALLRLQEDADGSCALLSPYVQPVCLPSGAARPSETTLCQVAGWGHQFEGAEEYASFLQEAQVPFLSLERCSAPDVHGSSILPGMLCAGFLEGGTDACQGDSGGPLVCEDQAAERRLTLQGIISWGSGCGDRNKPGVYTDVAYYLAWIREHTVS
FXIa single inh = blocks human coagulation factor XIa activity; P03951; purified human FXIa, fluorogenic AMC substrate cleavage; inhibition, % at 10 µM; hit rate 0.3% among 33,000;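 active means inhibition above 40% in the primary screen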;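 further: 0% = enzyme without compound and 100% = blank wells lacking enzyme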
An asterisk follows results filed as active.

1	COc1cc(C2NC(=O)NC(O)(C(F)(F)F)C2C(=O)c2cccs2)ccc1O (configuration not stated)
2	CCn1cc(C(=O)NCCCN2CCC(C)CC2)c(=O)c2cc(S(=O)(=O)N3CCCC3)ccc21
3	Cc1ccc(Cl)cc1N1CCN(C(=O)C2(S(=O)(=O)c3ccc(Cl)cc3)CC2)CC1
4	CN(CCOc1ccccc1)c1ccc(S(=O)(=O)N2CCCCC2)cn1
5	O=C(Nc1ccc2c3c(cccc13)CC2)c1ccc(Br)o1
6	O=C(COC(=O)c1ccccc1C(=O)N1CCN(c2ccccc2)CC1)Nc1ccc(F)cc1
assay / entry	1	2	3	4	5	6
FXIIa single	6.3	3.6	8.3	11.3	-4.0	-10.7
FXIa single inh	3.2	8.2	4.8	41.2*	-3.7	16.7

Look-ups from the results shown:
compound 3 – FXIIa single: 8.3
compound 5 – FXIa single inh: -3.7
compound 6 – FXIIa single: -10.7
compound 2 – FXIIa single: 3.6

Further results follow:
7	Clc1ccc(-c2noc(CN3CCN(c4ccccc4)CC3)n2)cc1
8	CCOC(=O)N1CCC(NC(=O)c2cnn3c(C(F)(F)F)cc(-c4cccc(OC)c4)nc23)CC1
9	COc1ccccc1-c1nnc2sc(C3CCCCC3)nn12
10	Clc1cccc(-c2nnc(SC/C=C/c3ccccc3)n2Cc2ccco2)c1
11	O=S(=O)(c1ccc(N2CCOCC2)cc1)N1CCOCC1
12	Cc1nc(SCC(=O)Nc2c(C)n(C)n(-c3ccccc3)c2=O)[nH]c(=O)c1C
assay / entry	7	8	9	10	11	12
FXIIa single	7.5	-1.6	6.3	-3.7	7.0	6.2
FXIa single inh	-5.8	-2.4	-8.5	-9.2	-2.5	1.5

13	CC(=O)c1cc(F)c(N2CCCCCC2)cc1C
14	Cn1c(=O)n(C)c(=O)n(CC(=O)N2CCCCC2)c1=O
15	COc1ccc(-n2cnc3cc(NCc4ccccn4)ccc32)cc1
16	Cc1ccc(S(=O)(=O)/C(C#N)=C/c2c(N3CC(C)OC(C)C3)nc3c(C)cccn3c2=O)cc1 (configuration not stated)
17	O=C(NCCCN1CCN(c2ccccc2)CC1)Nc1ccccc1C(F)(F)F
18	COc1ccccc1NC(=O)CSc1nc2n[nH]c(C)c2c(=N)n1-c1ccccc1Cl
assay / entry	13	14	15	16	17	18
FXIIa single	4.0	4.8	4.3	-13.9	5.4	-4.5
FXIa single inh	5.5	1.1	9.2	31.0	4.5	-3.5

19	Cc1occc1C(=O)NCc1ccc(C(=O)O)o1
20	CS(=O)(=O)N1CCN(c2ccccc2NC(=O)c2cccc3ccccc23)CC1
21	CC1CCCCC1NC(=O)COn1nnc2ccc(Cl)cc21 (configuration not stated)
22	O=C(Oc1ccccc1)c1cccc2cccnc12
23	O=C(O)CNC(=O)C1COc2ccccc2O1 (configuration not stated)
24	O=C(Nc1nnc(CC(=O)N2CCOCC2)s1)C1COc2ccccc2O1 (configuration not stated)
assay / entry	19	20	21	22	23	24
FXIIa single	5.3	9.0	4.1	-13.2	-1.7	12.6
FXIa single inh	10.7	2.7	-2.4	35.4	2.0	2.0

25	Fc1ccccc1Cn1nnc(-c2ccc3c(c2)OCO3)n1
26	COC(=O)Nc1sc2c(c1C(=O)NC1CC1)CCCCCC2
27	O=C1NC(=O)C(Nc2cccc3ccccc23)S1 (configuration not stated)
28	CCOC(=O)Cn1c(=NC(=O)CSC(C)=O)sc2cc(OC)ccc21
29	CN1CCc2c(c3c(n2C)CCN(C)C3c2ccc(F)cc2)C1c1ccc(F)cc1 (configuration not stated)
30	COC(=O)CSc1nnc(C)n1-c1cccc(OC)c1
assay / entry	25	26	27	28	29	30
FXIIa single	4.0	-1.4	6.3	8.1	2.7	1.3
FXIa single inh	-4.7	-0.6	-0.2	1.6	-4.7	43.3*

Quoted at random: 4 compounds from above.
25	Fc1ccccc1Cn1nnc(-c2ccc3c(c2)OCO3)n1
28	CCOC(=O)Cn1c(=NC(=O)CSC(C)=O)sc2cc(OC)ccc21
30	COC(=O)CSc1nnc(C)n1-c1cccc(OC)c1
26	COC(=O)Nc1sc2c(c1C(=O)NC1CC1)CCCCCC2
assay / entry	25	28	30	26
FXIIa single	4.0	8.1	1.3	-1.4
FXIa single inh	-4.7	1.6	43.3*	-0.6

Further structures:
31	CCOc1cc(NS(=O)(=O)c2ccc(Cl)cc2)c(OCC)cc1NC(=O)CC(C)C
32	O=C(Nn1c(Cc2cccs2)nc2ccccc2c1=O)c1ccc(F)c(F)c1
33	O=C1CNC(=O)/C1=C\N1CCCCC1
34	O=C(CSc1nc2ccccc2o1)Nc1ccc(Cl)cc1
35	Cc1nn(-c2ccccc2)c(C)c1NC(=O)c1cccs1
36	COc1ccccc1-c1noc(-c2cc(OC)c(OC)c(OC)c2)n1
assay / entry	31	32	33	34	35	36
FXIIa single	2.4	-14.0	10.8	6.8	5.4	-0.9
FXIa single inh	-2.4	4.0	-2.2	-7.5	3.3	0.7

37	CCn1c(-c2cc(Br)cc(OC)c2O)nc2cc(S(=O)(=O)N(C)C)ccc21
38	Cc1nc(CC(=O)O)c(-c2ccccc2)s1
39	CCOC(=O)C1=C(C)Nc2nc3ccccc3n2C1c1ccccc1 (configuration not stated)
40	Cn1c(=O)c2c(nc(N3CCN(c4ccccn4)CC3)n2Cc2ccc(Cl)cc2Cl)n(C)c1=O
41	Cc1nc(SCC(=O)c2ccccc2)n[nH]1
42	Cc1cccc(/C=C2\CS/C(=C\c3cccc(C)c3)C2=O)c1
assay / entry	37	38	39	40	41	42
FXIIa single	2.4	-0.5	7.9	6.7	4.5	1.4
FXIa single inh	1.1	-0.5	5.1	5.5	0.9	-6.7

43	CC(=O)OC(C(=O)NC1CCCCC1)c1ccc(C#N)cc1 (configuration not stated)
44	CCCn1nnnc1SCC(=O)N1CCCC1
45	Cc1ccc(S(=O)(=O)N2CCN=C2c2ccccc2)cc1C
46	CC1=CC(C)(C)N(C(=O)CSc2ncn[nH]2)c2ccc(C)cc21
47	S=c1[nH]nc(-c2ccc(Cl)cc2)n1CC1CCCO1 (configuration not stated)
48	CCN1CCN(c2nc3c(C)cccn3c(=O)c2/C=C(\C#N)S(=O)(=O)c2ccccc2)CC1
assay / entry	43	44	45	46	47	48
FXIIa single	-0.3	17.8	-11.8	11.5	4.0	4.7
FXIa single inh	-3.8	-10.3	1.9	-0.6	-4.9	3.7

Three compounds out of the list above, sorted by their value in FXIa single inh, lowest first.
| no. | SMILES | FXIIa single | FXIa single inh |
| --- | --- | --- | --- |
| 47 | S=c1[nH]nc(-c2ccc(Cl)cc2)n1CC1CCCO1 (configuration not stated) | 4.0 | -4.9 |
| 43 | CC(=O)OC(C(=O)NC1CCCCC1)c1ccc(C#N)cc1 (configuration not stated) | -0.3 | -3.8 |
| 46 | CC1=CC(C)(C)N(C(=O)CSc2ncn[nH]2)c2ccc(C)cc21 | 11.5 | -0.6 |

The results go on.
49	O=C(O)c1cccc(NC(=O)C23CC4CC(C2)CC(n2cnc(Cl)n2)(C4)C3)c1
50	O=C(Nc1ccc(N2CCOCC2)cc1)Nc1ccc(Cl)c(Cl)c1
51	CCCCC(=O)NC1=NC(=O)C(C)(C)S1
52	Cc1ccc(C(=O)Nc2nc(=O)n(C(=O)c3ccccc3C)s2)cc1
53	Cc1nc(C)c(C(=O)Nc2ccc(Oc3ccccc3)cc2)o1
54	OCCN(CCO)CC(O)COc1ccc2c(c1)OCO2 (configuration not stated)
assay / entry	49	50	51	52	53	54
FXIIa single	1.6	-12.4	2.2	-13.2	8.9	7.9
FXIa single inh	-7.4	-12.0	-6.0	13.9	-1.4	5.4

Structural class: the entries above containing bromine
5	O=C(Nc1ccc2c3c(cccc13)CC2)c1ccc(Br)o1
37	CCn1c(-c2cc(Br)cc(OC)c2O)nc2cc(S(=O)(=O)N(C)C)ccc21
assay / entry	5	37
FXIIa single	-4.0	2.4
FXIa single inh	-3.7	1.1

The listing continues:
55	O=C(O)c1ccc(NCc2cccnc2)cc1
56	COc1ccccc1-n1c(C)nnc1SCC(=O)NCc1ccccc1
57	O=c1[nH]c2cnccc2n1-c1ccccc1
58	CCOC(=O)c1cnc2c(Cl)cccc2c1NCCN(C)C
59	OC1CCN(c2c3c(nc4cc(-c5ccc(Cl)cc5)nn24)CCC3)CC1
60	N#CC1=C(N)N(c2ccccc2)C2=C(C(=O)CCC2)C1c1ccccc1 (configuration not stated)
assay / entry	55	56	57	58	59	60
FXIIa single	-12.7	6.6	0.8	-0.2	6.3	6.0
FXIa single inh	2.1	1.0	-5.3	4.9	7.4	1.2

61	O=C(CN1CCOCC1)Nc1nc2ccc(Br)cc2s1
62	O=C(CSc1nnnn1-c1cccc2ccccc12)Nc1ccc(N2CCOCC2)c(Cl)c1
63	O=C(Cn1c(=O)oc2ccccc21)N1CCCCC1
64	O=C(COC(=O)c1cnccn1)c1ccccc1
65	O=C(NCc1ccc(F)cc1)C1CCCN(S(=O)(=O)c2cccc3nsnc23)C1 (configuration not stated)
66	CC1CCCN(C(=O)CSCC(=O)Nc2nc(-c3cccs3)cs2)C1 (configuration not stated)
assay / entry	61	62	63	64	65	66
FXIIa single	6.3	-9.3	2.5	5.7	11.2	5.5
FXIa single inh	-1.7	15.0	0.7	-3.6	7.2	0.6

67	Cc1cc(C(=O)Nc2c(C)cccc2C)n(-c2ccccc2)n1
68	COc1ccc(CN2C(=O)C(O)(CC(=O)c3c(C)n[nH]c3C)c3ccccc32)cc1OC (configuration not stated)
69	Cc1cccc(NC2=NC(=S)N(CC#N)C23CCCCC3)c1
70	CCS(=O)(=O)N1CCC(NC(=O)c2cc(OC)cc(OC)c2)CC1
71	O=C(O)c1ccc(NC(CSCc2cccc(F)c2)C(=O)O)c([N+](=O)[O-])c1 (configuration not stated)
72	Cc1cc(OCC(=O)N2CCc3ccccc3C2)c2c(-c3ccccc3)cc(=O)oc2c1
assay / entry	67	68	69	70	71	72
FXIIa single	-1.6	1.0	1.3	-0.1	10.4	-4.5
FXIa single inh	-0.7	5.9	6.0	-1.8	4.1	-0.8

73	CN(CCC#N)S(=O)(=O)c1ccc2c(c1)c(=O)n(C)c(=O)n2C
74	O=C(NCc1ccco1)C(c1cccnc1)N(C(=O)Cn1nnc2ccccc21)c1ccc(F)cc1 (configuration not stated)
75	CC1CC(=O)c2cn3c(nc2C1)nc1ccccc13 (configuration not stated)
76	Cc1nc(NC(N)=S)sc1C(=O)Nc1ccccc1
77	CC1CCN(c2ccccc2NC(=O)c2ccc(F)cc2)CC1
78	COc1ccc(-c2nnc3sc(-c4ccccc4OC)nn23)cc1
assay / entry	73	74	75	76	77	78
FXIIa single	2.3	-5.8	5.3	-14.1	3.3	4.3
FXIa single inh	1.3	6.0	-4.5	27.3	9.2	-8.9

79	CC(=NCCCN(C)C)C1=C(O)c2ccccc2C1=O
80	O=C(Nc1nncs1)c1cccc(S(=O)(=O)N2CCOCC2)c1
81	CCCc1c(OCCCCc2nn[nH]n2)ccc(C(C)=O)c1O
82	O=C(O)c1ccc(-n2nnnc2Oc2cccc3cccnc23)cc1
83	COc1ccc(CCN(Cc2nc3ccccc3c(=O)[nH]2)C(=O)c2ccco2)cc1OC
84	Cc1cc(C)c(C#N)c(SCc2[nH]nc3c2C(c2ccccc2)C(C#N)=C(N)O3)n1 (configuration not stated)
assay / entry	79	80	81	82	83	84
FXIIa single	-1.1	4.0	3.5	-4.2	-15.8	-0.6
FXIa single inh	-3.6	7.1	1.7	-6.7	0.0	0.0

85	CCC(C)Nc1nc(-c2ccc3c(c2)NC(=O)CO3)cs1 (configuration not stated)
86	CCOc1cc(C2NC(=O)NC(C)=C2C(=O)NCc2ccccc2)c(Cl)cc1O (configuration not stated)
87	Cc1nn(C)cc1CNC(=O)c1cccc(Cl)c1
88	CCCCC(C)n1[nH]c(=O)cc1N (configuration not stated)
89	CN(CC(=O)Nc1ccccc1N1CCOCC1)S(=O)(=O)c1ccc(Cl)cc1
90	Cc1ccc(Sc2nc3c(c(=O)[nH]c(=O)n3C)n2CCc2ccccc2)cc1
assay / entry	85	86	87	88	89	90
FXIIa single	-12.5	-3.4	-0.4	6.1	8.1	5.0
FXIa single inh	-13.1	-1.9	-8.7	2.9	-7.2	0.7

91	CCCCNC(=O)Nc1c(C(=O)OC)[nH]c2ccc(C)cc12
92	COc1cccc(NC(=O)Cn2nc(Cc3cccnc3)c3ccccc3c2=O)c1
93	COC(=O)Nc1nc2ccc(C(=O)c3ccccc3)cc2[nH]1
94	Cc1ccc(C)c(NC(=S)NCc2cccn2C)c1
95	Cc1cc(C(=O)Nc2ccc(S(=O)(=O)Nc3onc(C)c3C)cc2)c(C)o1
96	O=C(CSCCO)Nc1ccccc1
assay / entry	91	92	93	94	95	96
FXIIa single	-5.2	4.3	3.7	3.7	-12.0	9.7
FXIa single inh	-4.7	7.7	3.7	7.6	-0.9	6.3

97	CCNc1nc2ccccc2[nH]1
98	COc1cc(C(=O)Oc2ccc3c(c2)OCC3=O)cc(OC)c1OC
99	O=CNC(=O)c1ccccc1C(=O)O
100	O=C(COc1ccc(Cl)cc1)NCc1nnc(SCC(=O)NC2CCCC2)o1
101	CN(C)CCn1c(=S)[nH]c2ccccc2c1=O
102	Cc1ccc(-c2nnn(CC(=O)Nc3cccc4c3CCCC4)n2)o1
103	O=C(CSc1nc2ccc(S(=O)(=O)N3CCOCC3)cc2[nH]1)N1CCOCC1
assay / entry	97	98	99	100	101	102	103
FXIIa single	4.5	0.7	5.7	3.3	4.4	8.0	-13.8
FXIa single inh	-9.4	30.1	2.8	6.4	3.3	-2.5	-8.8

The list is partial. The share of hits here may be higher or lower than overall.
